Compound activity deposited in PubChem BioAssay by several laboratories.
ER stress rescue: rescue of cells from ER stress-induced death, primary screen, 384-well, CSM14.1, thapsigargin, ATP luminescence (AID 1222) | CSM14.1 thapsigargin-induced death rescue, ATP luminescence; higher % means a stronger effect | cellular ATP content (survival), % at 20 µM, or EC50 in µM where a hit was titrated | 190,000 tested, under 10 active;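 active = EC50 below 50 µM in the dose-response confirmation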;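 also: death triggered by thapsigargin at about 15 µM added after 2 h compound pretreatment; cell ATP read after overnight thapsigargin exposure of roughly 18 to 22 hours; normalized against plate controls of thapsigargin alone and 5% DMSO vehicle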
Autophagy HCS: alters autophagy in cells. MEF GFP-LC3 puncta imaging; test concentration mostly 10 µM. calls only at 10 µM (by protocol). hit rate 0.98% among 190,000;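 active = percentage of spot-positive cells more than 3 SD above its plate mean, without a fluorescence outlier flag or 80% toxicity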;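 also: spot-positive cell cutoff set from DMSO-treated cells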
MT stabilizer: microtubule stabilization, imaging screen; AID 2205; HeLa tubulin immunostaining HCS, 24 h; share of cells brighter than vehicle mean+2SD; hit rate 0.83% among 200,000; % tubulin-high responders, % at 10 µM;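 active = plate Z-score above 3 for both tubulin-high and condensed-nucleus cell shares, with cell loss under 80%, at 10 µM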;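 also: anti alpha tubulin signal scored within the nucleus-defined area of each cell; some results filed as inactive read as strong as hits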
Dynein cargo inh: dynein cargo transport inhibition; 3617.4 mouse cells, GR-EGFP nuclear translocation imaging; test concentration mostly 20 µM; stimulated with dexamethasone, 1 µM; hits give low values; z-score, hits read low; hit rate 0.47% among 220,000; AID 1381;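 active = plate z-score of nuclear minus cytoplasmic receptor signal below a set negative limit, without overly bright fluorescence or cell loss, cut at about -3.5 in these data, passing the limit was not always enough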;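 also: z-score of nuclear minus cytoplasmic ring GR-EGFP intensity difference per well; some compounds called inactive have numbers as strong as hits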
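Medium: Induction medium lacking tetracycline, stripped serum | Probe or stimulus: 1.0 µM final dexamethasone stimulus | Schedule: 48 h induction, then 1 h compound, then 30 min agonist, 37 °C | Signal: Automated 10x imaging of fixed Hoechst-stained cells | Evaluation: Per-cell GR-EGFP intensity, nucleus versus surrounding cytoplasmic ring, well-averaged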
PhoP inhibition: inhibitors of PhoP regulon expression, primary screen, Salmonella Typhimurium, GFP reporter (AID 1863); hit rate 0.16% among 300,000; S. Typhimurium PhoP-regulated promoter GFP reporter, 4 h; higher % means a stronger effect; one-dose inhibition, % at 50 µM; IC50 in µM for titrated hits;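 active = inhibition over 29.93%, a cutoff 3 SD above the screen mean, later confirmed by dose response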;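 also: 0% = low Mg2+ inducing control and 100% = high Mg2+ repressing control; strong numbers were not always called active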
Insulin prom up: MIN6 insulin promoter up-regulation | MIN6 insulin promoter-GFP reporter, high-content imaging; hits give high values | z-score at 5 µM | hit rate 0.3% among 190,000;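 active = z-score above 3 at 5 µM with at least 500 cells counted in the well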
Hep lipid drop: modulators of hepatic lipid droplet formation. hit rate 0.4% among 240,000. inhibition, % at 6.5 µM. AML12 mouse hepatocytes, oleate lipid droplets, BODIPY imaging;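 active = lipid droplet intensity inhibited by at least 50%, with more than 500 cells counted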
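Material: mouse AML12 hepatocyte cell line, fixed after treatment; Timing: compound with oleate, overnight; Technique: high-content imaging of BODIPY-stained droplets and DAPI nuclei; Probe or stimulus: oleate, 100 µM final; Dosing: compound at 6.5 µM only.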
bCat nuc transl: beta-catenin nuclear translocation modulation. HeLa beta-catenin nuclear translocation, immunofluorescence imaging. nuclear translocation activity, % at 5 µM. hit rate 0.3% among 190,000;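 active = nuclear translocation activity above 50% at 5 µM, with a well cell count of 50 or more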;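 also: per-cell ratio of nuclear to cytoplasmic median beta-catenin stain intensity; plate controls were DMSO negative control for no effect and GSK-3 inhibitor IX positive control for full effect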
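Technique: fluorescence imaging of beta-catenin antibody stain plus DAPI / Material: human HeLa cell line / Incubation: compound treatment 24 h, 37°C, 5% CO2 / Read-out basis: % activation of per-cell nuclear versus cytoplasmic median beta-catenin signal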
T cell HTS: modulates CD8 T cell binding to vesicles. 2C CD8+ T cell-vesicle binding, flow cytometry; hits give low values. calls only at 7 µM. hit rate 0.068% among 330,000;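 active = response, share of CD8 T cells binding vesicles, and their 90th percentile fluorescence all below set limits, cut at about 80% in these data, passing the limit was not always enough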
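Assay system: 2C TCR transgenic mouse naive CD8+ T cells, MACS-purified | Read-out: CD8+ gate FL2 mean fluorescence as % of same-row positive control | Signal: High-throughput flow cytometry with anti-B7-1 and anti-CD8 staining | Timing: Binding step 1.5 h, 37 °C, antibody labelling 20 min, ice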
Dynein cargo inh cytoplasmic EGFP: second read-out of Dynein cargo inh, no call of its own (marks repeat the call); z-score; measured here: cytoplasmic GR-EGFP intensity; hits give high values
Dynein cargo inh nuclear GR-EGFP: recorded beside Dynein cargo inh, whose call it bears; z-score; measured here: nuclear GR-EGFP intensity;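 lower value marks the stronger effect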
Dynein cargo inh cell count: further read-out of Dynein cargo inh, marked with its call; z-score; measured here: cell count per field
Insulin prom up cell count: recorded beside Insulin prom up, whose call it bears; cell count; measured here: cytotoxicity, nuclei count;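 total cells summed across four imaged fields per well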
Hep lipid drop cells 6.5 µM: second read-out of Hep lipid drop, no call of its own (marks repeat the call); cell count; measured here: cell count, cytotoxicity flag;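 cells counted across two imaged fields per well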
bCat nuc transl cell count 5 µM: second read-out of bCat nuc transl, no call of its own (marks repeat the call); cell count; measured here: cell count, cytotoxicity flag
T cell HTS vesicle-bound %: recorded beside T cell HTS, whose call it bears; double positive events, %; measured here: CD8+ vesicle-bound cell fraction;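 binding gate set so that unloaded-vesicle control wells show 10% double positive cells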
MT stabilizer Hoechst-high %: further read-out of MT stabilizer, marked with its call; % Hoechst-high responders; measured here: nuclear condensation Hoechst responders;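 share of cells brighter than vehicle mean plus two SD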
MT stabilizer cytotoxicity %: second read-out of MT stabilizer, no call of its own (marks repeat the call); toxicity, %; measured here: cytotoxicity by cell density;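 0% = mean cell density of plate MIN control wells and 100% = no cells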
Autophagy HCS cell loss 18 h: further read-out of Autophagy HCS, marked with its call; toxicity, %; measured here: cell loss, nuclei count;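 cell loss after 18 h compound exposure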
Starred values were filed as active, the others as inactive; i = inactive; nt = no result given.

Every second line gives: ER stress rescue	Autophagy HCS	Autophagy HCS cell loss 18 h	MT stabilizer	MT stabilizer Hoechst-high %	MT stabilizer cytotoxicity %	Dynein cargo inh	Dynein cargo inh cytoplasmic EGFP	Dynein cargo inh nuclear GR-EGFP	Dynein cargo inh cell count	PhoP inhibition	Insulin prom up	Insulin prom up cell count	Hep lipid drop	Hep lipid drop cells 6.5 µM	bCat nuc transl	bCat nuc transl cell count 5 µM	T cell HTS	T cell HTS vesicle-bound %
Cc1ccccc1NC(=O)/C(C#N)=C\c1cn(CC(=O)O)c2ccccc12
    -0.4%	i	0	2.8	2.2	9.1	0.62	-0.057	0.3	-0.95	-6%	nt	nt	11	701	-0.2	1524	i	58
CN(C)CCNC(=O)c1c(CSc2ccccc2)noc1C(=O)NCc1ccccc1
    nt	nt	nt	nt	nt	nt	-0.68	-0.7	-0.25	0.65	1%	-1.1	1057	nt	nt	-0.8	1196	i	63
CCCN1CCC(=NNc2ccc(S(N)(=O)=O)cc2[N+](=O)[O-])CC1
    -1.9%	i	5	3.8	1.4	3.3	-0.26	-0.36	0.016	0.75	1%	nt	nt	8	707	-2.7	1020	i	55
Cc1ccccc1OCc1nc2ccccc2c(=O)n1NC(=O)c1ccco1
    -0.9%	i	-8	5.3	2.0	2.2	-0.42	-0.22	-0.3	0.89	-17%	0.37	1250	-5	690	-4.8	1222	i	50
COc1ccc(C2(NC(C)=O)CCN(C(=O)CCC(=O)O)CC2)cc1
    -2.6%	i	3	2.8	1.9	0.8	1.6	-0.28	1.1	-0.44	-8%	-0.53	776	-22	718	-7.1	1196	i	63
O=C(Cc1ccccc1F)OCC(=O)N1CCN(C(=O)c2ccco2)CC1
    -0.5%	i	17	3.5	2.3	8.6	-0.09	-0.22	-0.17	0.19	2%	1.7	1382	-13	684	-1.1	1135	i	47
O=S(=O)(c1cc(Cl)ccc1Cl)N1CCNCC1
    -0.5%	i	9	1.9	1.5	5.9	-0.17	0.18	-0.26	0.87	6%	-0.9	938	6	815	nt	nt	i	33
Cc1ccn2cc(CNS(=O)(=O)c3cccs3)nc2c1
    nt	nt	nt	nt	nt	nt	-1.1	-0.23	0.11	0.93	-3%	0.78	1043	-32	729	0.4	1290	i	35
CCSc1nnc(-c2ccncc2)n1Cc1ccccc1
    -3.4%	i	-1	1.1	1.3	6.6	-1.1	-0.24	-0.42	0.61	-3%	0	866	8	732	6.0	1038	i	11
C=CCN1CCN(C(c2ccccc2)c2nnnn2CCC(C)C)CC1 (stereo unspecified)
    4.0%	i	8	5.7	3.6	4.7	-0.72	-0.34	-0.36	0.89	-2%	-0.3	1097	nt	nt	-6.3	950	i	58
O=C(CCc1nc2ccccc2[nH]1)N1CCc2ccccc2C1
    -2.3%	i	8	7.6	1.7	9.6	2	-0.11	2.1	-1.5	-1%	-0.11	1141	14	774	0.1	522	i	34
Cc1ccc(OCC(=O)Nc2ccc(S(=O)(=O)Nc3ccccn3)cc2)cc1
    0.1%	i	3	4.1	2.0	13	-0.3	-0.38	-0.69	1.1	-3%	0.45	1323	12	704	-1.0	1147	i	45
Cn1c(N2CCN(C(=O)Nc3ccc(F)cc3)CC2)nc2ccccc21
    -3.8%	i	1	1.5	1.6	3.1	0.87	-0.12	0.4	0.74	-3%	nt	nt	27	791	-0.7	573	i	16
Cc1nc2ccc(NC(=O)N3CCCCC3)cc2s1
    -1.5%	i	-1	4.2	3.2	5.5	-0.5	-0.28	-0.9	0.68	-5%	-0.86	1262	-1	701	-1.6	1087	i	46
CC(=O)NCCc1ccc(S(=O)(=O)Nc2cccnc2)cc1
    -2.8%	i	-2	3.5	2.3	3.8	1.1	-0.22	0.68	-0.26	-2%	0.1	1684	14	662	0.9	1023	i	36
Cc1ccc(OCC(=O)OCC(=O)Nc2sccc2C(N)=O)cc1C
    0.1%	i	0	6.1	2.3	12	-0.46	-0.19	-0.17	0.047	1%	0.28	1608	-4	671	-1.2	1075	i	28
O=C(NNS(=O)(=O)c1ccc(Br)cc1)c1ccncc1
    -1.1%	i	3	2.0	1.8	4.4	0.45	-0.19	-0.059	0.13	-1%	0.12	1574	nt	nt	-0.2	1426	i	14
COC(=O)c1ccc(CSc2nnc(N)s2)o1
    0.6%	i	-7	1.5	1.8	12	-0.75	-0.29	-0.24	0.8	-7%	-0.5	1496	-2	551	-1.6	1085	i	33
Cc1ccc(CN2CCN(/N=C/c3cc([N+](=O)[O-])ccc3Cl)CC2)cc1
    0.1%	i	6	2.0	1.9	0.1	0.37	-0.093	0.18	-0.089	3%	-0.53	885	0	727	-3.1	1236	i	7
O=C(CCSCc1ccc(Cl)cc1)NCc1ccco1
    -1.6%	i	22	2.8	1.3	0.5	-0.31	-0.29	-0.17	0.21	-3%	-1.1	1197	-15	725	-0.3	1138	i	24
CCN(CC)S(=O)(=O)c1ccc2oc(C(=O)NCCCN3CCOCC3)c(C)c2c1
    0.4%	i	4	1.9	1.2	4.0	0.21	-0.068	0.65	-1	-2%	2.2	723	3	767	-2.1	1124	i	34
C=CCOc1ccc(NC(=O)C2CC(=O)N(C(C)C)C2)cc1 (stereo unspecified)
    -1.2%	i	7	1.6	1.1	3.1	0.58	-0.16	0.83	-0.75	5%	0.27	1169	2	709	-4.4	1101	i	53
CCNC(=S)N(CCc1ccccc1C)Cc1cc2cc(OC)c(OC)cc2[nH]c1=O
    2.4%	i	-14	2.7	2.0	2.9	0.4	-0.24	0.52	-0.38	-13%	-0.4	1490	0	676	0.4	1136	i	34
O=C(NC(=S)NCc1ccc(-c2nc3ccccc3s2)cc1)c1ccco1
    1.6%	i	10	8.1	1.9	4.6	0.032	-0.24	-0.19	0.64	14%	-0.31	1483	5	593	-1.3	1138	i	38
COc1ccc(OC)c(-c2csc(N(Cc3ccco3)C(=O)c3cccs3)n2)c1
    2.2%	i	-1	1.9	1.5	5.4	-0.36	-0.22	-0.34	0.57	-1%	-1.5	1038	nt	nt	0.4	1055	i	43
COc1ccc(-c2cc(-c3cccnc3)c(C#N)c(N)n2)cc1
    nt	nt	nt	nt	nt	nt	-0.82	-0.23	-0.084	0.76	-2%	-1.4	1163	-38	643	0.7	1312	i	41
COc1ccccc1C1C(C#N)=C(N)Oc2c1c(-c1ccccc1)nn2-c1ccccc1 (stereo unspecified)
    0.6%	i	-12	6.0	2.1	1.0	-0.9	-0.24	-0.66	0.39	-1%	0.64	1332	-3	682	-0.4	906	i	2
O=c1c2c3n(c(=S)nc2[nH]n1-c1ccccc1)CCCCC3
    -0.3%	i	-2	3.6	1.7	11	2	-0.073	1.2	-0.62	-15%	-0.32	939	3	762	nt	nt	i	18
Cc1onc(-c2ccccc2)c1C(=O)Nc1ccncc1
    -0.9%	i	-10	4.2	2.1	10	-0.82	-0.23	-0.38	0.84	1%	1.1	1285	6	761	-0.9	1148	i	38
O=C(CSc1nnc(COc2ccccc2)n1-c1ccccc1)c1cccs1
    -0.4%	i	1	3.5	1.1	2.1	2.4	0.077	2.4	-2.2	13%	-0.67	1262	-20	748	1.2	1218	i	5
CCOC(=O)C1CCCN(c2c(NCCCN(C)Cc3ccccc3)c(=O)c2=O)C1 (stereo unspecified)
    -0.9%	i	-1	5.3	3.1	4.4	-1	-0.35	-0.36	0.49	-14%	1.8	1308	nt	nt	-4.7	928	i	33
Cc1cccc(C)c1NC(=S)NN(Cc1ccccc1)c1ccccc1
    -2.5%	i	-2	1.7	1.1	7.3	0.69	-0.25	1	-0.39	4%	0.02	997	-4	746	-2.4	1180	i	12
COc1cccc(CNC(=O)c2nnn(CC(=O)Nc3ccc(C)c(C)c3)c2N)c1
    2.1%	nt	nt	nt	nt	nt	nt	nt	nt	nt	-2%	-0.55	1293	nt	nt	-2.4	925	i	53
Cc1cccc(C)c1NC(=O)CSc1nnc(C)n1CC1CCCO1 (stereo unspecified)
    -0.2%	i	-5	1.1	1.9	9.7	-0.37	-0.34	-0.29	0.91	-6%	nt	nt	2	694	0.5	1564	i	54
CN(C)/C=C(\C#N)C(=O)Nc1ccccc1
    -0.4%	i	-7	0.8	1.5	0.7	-0.42	-0.18	0.17	-0.62	3%	0.15	1313	-1	688	-0.2	1107	i	40
Cc1cccc(NC(=S)N(CCN(C)C)C(C)c2cccnc2)c1 (stereo unspecified)
    -1.3%	i	49	1.9	1.9	8.2	-0.026	-0.22	-0.013	0.22	-8%	nt	nt	2	697	-0.9	1018	i	55
